uPA generation – cell surface uPA generation inhibition | cell surface uPA generation assay, qHTS | Potency, µM (series often up to 38.3 µM), for the others: at the highest dose activity change, negative = inhibition, hits mostly inhibitors | AID 540303 | actives 0.31% (n = 330,000); active = well fitted inhibition curve with a large enough effect; inconclusive = small, poorly fitted or top-dose-only effect; inactive = no such curve, though single readings can be large or run the other way; tested in mouse RAW 264.7 cells; also: potency is read from the fitted curve at half-maximal effect; % is scaled to controls: 0 for no effect and ±100 for the full control effect; nearly all actives have a fitted effect of over 55% in size
FLuc modulator – inhibits or activates purified firefly luciferase, miR-21 counter-screen. Potency, µM (highest dose often 57.5 µM), for the others: top-dose activity change, negative = inhibition, hits mostly inhibitors. P08659. actives 6.9% (n = 360,000). purified FLuc, Km substrates, luminescence inhibition;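 also: potency is read from the fitted curve at half-maximal effect; plate controls were vehicle for no effect and reference inhibitor for full effect; nearly all actives have a fitted effect of over 55% in size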
Target sequence (P08659 whole entry, looked up): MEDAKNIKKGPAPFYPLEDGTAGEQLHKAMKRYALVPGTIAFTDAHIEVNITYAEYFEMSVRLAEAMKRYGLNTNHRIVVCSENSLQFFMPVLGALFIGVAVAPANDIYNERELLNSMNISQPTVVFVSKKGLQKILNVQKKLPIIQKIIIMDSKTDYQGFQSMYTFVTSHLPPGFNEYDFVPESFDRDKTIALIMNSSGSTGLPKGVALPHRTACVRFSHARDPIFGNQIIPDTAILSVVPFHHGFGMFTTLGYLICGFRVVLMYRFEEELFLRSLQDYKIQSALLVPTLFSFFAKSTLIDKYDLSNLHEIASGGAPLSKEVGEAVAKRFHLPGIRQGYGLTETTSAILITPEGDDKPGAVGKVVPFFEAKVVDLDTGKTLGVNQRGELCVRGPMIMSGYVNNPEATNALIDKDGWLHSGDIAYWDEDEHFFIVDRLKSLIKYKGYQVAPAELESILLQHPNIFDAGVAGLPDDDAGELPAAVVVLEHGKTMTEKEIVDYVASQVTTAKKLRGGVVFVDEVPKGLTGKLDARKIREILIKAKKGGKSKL
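Purified P. pyralis luciferase, 10 nM final, with Km-level 10 uM D-luciferin and 10 uM ATP in 50 mM Tris acetate pH 7.5, 10 mM Mg acetate, 0.01% Tween-20, 0.05% BSA; 6-point qHTS titration about 60 µM downward; luminescence read.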
NPC1 prom act – NPC1 promoter activation. Huh7 NPC1 promoter luciferase reporter, 24 h. Potency, µM (series often up to 9.22 µM), for the others: top-dose activation, usual class: activators. actives 2.4% (n = 320,000);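 also: potency is read from the fitted curve at half-maximal effect; % of control where 0% means no effect; nearly all actives have a fitted effect of over 60% in size; reporter is driven by a mutant NPC1 promoter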
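Luminescence from an NPC1 promoter-driven luciferase reporter in stably transfected Huh7 cells was measured after 24 h compound treatment at 37 °C, followed by 10 min ambient incubation with luciferase detection reagent.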
Rab9 promoter act – activates the Rab9 promoter. Huh7 Rab9 promoter-luciferase reporter, luminescence, 24 h. Potency, µM (series often up to 9.22 µM), for the others: at the highest dose activation, negative = inhibition, most hits filed as activators. actives 2.8% (n = 320,000). AID 485297; also: potency is read from the fitted curve at half-maximal effect; % of control where 0% means no effect; nearly all actives have a fitted effect of over 60% in size
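Luciferase signal after 10 min detection reagent at ambient indicates Rab9 promoter upregulation; stably transfected Huh7 cells were treated 24 h with compound in DMSO at 37 °C, 5% CO2.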
KCNH2 3.1 inh – inhibitors of human KCNH2 3.1 potassium channel isoform | actives 0.95% (n = 340,000) | activity change, % (tested at about 1.8 µM) | U2OS KCNH2 3.1, thallium flux FluxOr; hits give low values | AID 720553;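 active = maximum activity change below -70%; inconclusive = maximum activity change from -70% to -50%; inactive = maximum activity change above -50%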;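 also: thallium influx rate constant from kinetic fluorescence after stimulation buffer; % is scaled to controls: 0 for no effect and ±100 for the full control effect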
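Steps: virus added to U2OS suspension (4 h, RT, dark); medium with 10% FBS added, cells plated, 37 C overnight; FluxOr/Red40 loading buffer 45 min RT; stimulation buffer, 2 min kinetic read; rate constant normalized.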
ELG1 genotox – induces genotoxicity in HEK293T cells with luciferase-tagged ELG1 | actives 1.3% (n = 330,000) | Potency, µM (top dose mostly 46 µM), without a hit: at the top dose activity change, positive = activation, actives largely listed as activators | HEK293T ELG1-luciferase reporter, luminescence, 16 h | AID 504466; also: potency is read from the fitted curve at half-maximal effect; % of control where 0% means no effect; nearly all actives have a fitted effect of over 60% in size
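16 hr compound incubation (37 °C, 5% CO2) of HEK293T cells carrying luciferase-tagged ELG1; luciferase then measured by ONE-Glo luminescence after 30 min at RT.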
Giardia kill – Giardia lamblia killing | Giardia lamblia trophozoite viability | activity change, % at 7.66 µM, hits read low | actives 0.15% (n = 340,000); in the data active = activity change below about -80%; inconclusive = between about -30% and that limit;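 also: parasites exposed to compound for two days anaerobically before the ATP read; % is scaled to controls: 0 for no effect and ±100 for the full control effect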
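Each well holds 100 Giardia trophozoites and compound. After two days (48 hrs) at 37 deg C in anaerobic conditions, ATP is quantified by luminescence.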
FBPA coupling cs – counter-screen for Giardia aldolase inhibitors: coupling enzyme system | actives 0.67% (n = 290,000) | AID 2472 | activity change, negative = inhibition, % at 58.2 µM, hits read low | coupling enzyme system counterscreen, AmpLite Red fluorescence; in the data active = activity change below about -30%; also: % is scaled to controls: 0 for no effect and ±100 for the full control effect
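Fluorescence at 525 nm excitation and 598 nm emission measured inhibition of the coupled detection system without aldolase. Compounds (at 57.5 uM final) were preincubated 10 min at room temperature with coupling enzyme reagent before a 20 min substrate/AmpLite Red step.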
Tb PFK inh – blocks T. brucei phosphofructokinase | O15648 | AID 485367 | Potency, µM (top dose mostly 57.5 µM), inactives show at the top dose activity, negative = inhibition, hits mostly inhibitors | actives 0.17% (n = 330,000) | T. brucei PFK, ADP-Glo luminescence;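 also: potency is read from the fitted curve at half-maximal effect; 0% = uninhibited 1x PFK enzyme wells and -100% = no-enzyme wells; nearly all actives have a fitted effect of over 60% in size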
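1.25 nM PFK with 0.5 mM F6P and 0.1 mM ATP in 0.1 M TEA pH 8.0, 5 mM MgCl2, incubated 45 min at room temperature; ADP measured by ADP-Glo luminescence; compounds titrated up to 57 uM.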
RORg inh – ROR gamma (mouse) transcription inhibition | P51450 | Drosophila S2 Gal4-RORgamma UAS-luciferase reporter, 20 h | Potency, µM (top dose mostly 53.6 µM), without a hit: at the top dose activity change, negative = inhibition, actives largely listed as inhibitors | actives 5.4% (n = 310,000) | AID 2551; also: potency is read from the fitted curve at half-maximal effect; % is scaled to controls: 0 for no effect and ±100 for the full control effect; nearly all actives have a fitted effect of over 60% in size
Target sequence (P51450 whole entry, looked up, the tested form may be a part): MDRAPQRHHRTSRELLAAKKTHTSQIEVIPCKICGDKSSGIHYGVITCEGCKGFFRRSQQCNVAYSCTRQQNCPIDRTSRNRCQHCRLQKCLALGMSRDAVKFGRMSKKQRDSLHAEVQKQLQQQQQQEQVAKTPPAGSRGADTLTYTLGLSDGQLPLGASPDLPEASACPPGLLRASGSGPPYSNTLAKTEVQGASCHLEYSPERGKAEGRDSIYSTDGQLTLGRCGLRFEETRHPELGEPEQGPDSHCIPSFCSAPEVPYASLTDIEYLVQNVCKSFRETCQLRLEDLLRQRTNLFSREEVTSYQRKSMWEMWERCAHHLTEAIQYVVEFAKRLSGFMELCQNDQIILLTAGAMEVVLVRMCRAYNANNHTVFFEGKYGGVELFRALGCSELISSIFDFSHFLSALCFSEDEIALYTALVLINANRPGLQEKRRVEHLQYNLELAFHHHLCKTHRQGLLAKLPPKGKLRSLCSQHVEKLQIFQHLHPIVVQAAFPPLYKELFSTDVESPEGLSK
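Drosophila S2 cells stably expressing Gal4-DBD/mouse RORγ fusion under metallothionein promoter plus UAS-luciferase; compound 1 h, then 700 uM CuSO4 induction for 20 h at ambient temperature; inhibition read as reduced luminescence.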
Gal4-VP16 FLuc – counter-screen for ROR gamma inhibitors: Gal4-VP16 reporter | AID 2546 | actives 3.5% (n = 310,000) | Drosophila S2 Gal4-VP16 UAS-luciferase, luminescence, 20 h | Potency, µM (highest dose often 53.6 µM), without a hit: at the top dose activity, negative = inhibition, most hits filed as inhibitors;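 also: Gal4-VP16 expression switched on by copper sulfate through the metallothionein promoter; potency is read from the fitted curve at half-maximal effect; % is scaled to controls: 0 for no effect and ±100 for the full control effect; nearly all actives have a fitted effect of over 50% in size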
Starred values were filed as active, the others as inactive; ? = inconclusive; . = not tested or not shown; [ ] = another dose, or the depositor's remark. Unless noted, calls follow the shape of the dose curve; as a rule, active = well fitted curve in the direction sought with a large enough effect; inconclusive = small, poorly fitted or top-dose-only effect, or another doubt; inactive = no such curve, though single readings can be large; an effect the other way counts as inactive or inconclusive.

SMILES	uPA generation	FLuc modulator	NPC1 prom act	Rab9 promoter act	KCNH2 3.1 inh	ELG1 genotox	Giardia kill	FBPA coupling cs	Tb PFK inh	RORg inh	Gal4-VP16 FLuc
CS(=O)(=O)c1ccc2nc(NC(=O)c3ccc(NS(=O)(=O)c4cccc([N+](=O)[O-])c4)cc3)sc2c1	2%	11µM*	-3%	11%	-12	-1%	20	5	6%	-2%	-1%
O=C(CCc1nc(-c2ccccc2)no1)N1CCCC1	-1%	?	20%	27%	-3	?	19	1	5%	44%	9%
COc1cccc(CN(C)C(=O)c2ccc(N3CCCC3)c([N+](=O)[O-])c2)c1	4%	5%	0%	0%	-4	-7%	-21	.	5%	9%	?
COc1ccc(-c2nnc3sc(CCN4C(=O)c5ccccc5C4=O)nn23)cc1	-1%	2%	2%	4%	-13	8%	-4	6	-1%	10%	-6%
Cc1cccc(NC(=O)C2C3CCC4C(CCC32)C4(Cl)Cl)c1 (centres undefined)	3%	4%	0%	-5%	-6	-3%	18	0	0%	?	-10%
O=C(CSc1ncn[nH]1)CSc1ncn[nH]1	-2%	-1%	0%	-7%	9	2%	-1	-2	-5%	-14%	-7%[10 µM]
CN1C(=O)C2(c3ccccc31)C1CCCC=C1C(C#N)=C(N)C2(C#N)C#N (centres undefined)	0%	-6%	1%	0%	-9	-10%	-3	0	1%	2%	-18%
O=C1C2CCCCN2C(=O)N1CCCCN1CCN(c2cccc(Cl)c2)CC1 (centres undefined)	-7%	0%	5%	-3%	-6	-10%	14	5	1%	-18%	-4%
O=C1CC(c2ccco2)CC2=C1C1c3ccccc3C(=O)N1c1ccccc1N2 (centres undefined)	-4%	0%	3%	-9%	1	?	25	2	-8%	21%	2%
Cc1ccc(C(=O)Nc2ncccc2O)cc1S(=O)(=O)N1CCCCC1	9%	3%	4%	-1%	-4	-1%	0	.	-9%	.	.
O=C(O)c1cc2c(cc1NC(=O)C1CCCC1)OCCO2	6%	.	1%	-3%	0	-1%	-13	.	12%	.	.
Cc1cc(NC(=O)CS(=O)CC(=O)Nc2c(C)cccc2C)ccc1-n1cnnn1 (centres undefined)	0%	0%	0%	0%	-10	1%	3	-1	3%	12%	-2%

Record cards, as listed above. Screens in order: uPA generation | FLuc modulator | NPC1 prom act | Rab9 promoter act | KCNH2 3.1 inh | ELG1 genotox | Giardia kill | FBPA coupling cs | Tb PFK inh | RORg inh | Gal4-VP16 FLuc
Results for `O=C(O)c1cc2c(cc1NC(=O)C1CCCC1)OCCO2` → 6% | . | 1% | -3% | 0 | -1% | -13 | . | 12% | . | .
Results for `O=C1CC(c2ccco2)CC2=C1C1c3ccccc3C(=O)N1c1ccccc1N2` (centres undefined) → -4% | 0% | 3% | -9% | 1 | ? | 25 | 2 | -8% | 21% | 2%

Later entries
SMILES	uPA generation	FLuc modulator	NPC1 prom act	Rab9 promoter act	KCNH2 3.1 inh	ELG1 genotox	Giardia kill	FBPA coupling cs	Tb PFK inh	RORg inh	Gal4-VP16 FLuc
CCOc1ccc(/C=C2/C(=O)N(c3ccc(OC)cc3)C(=S)N2CC(=O)OC)cc1OCC	2%	6µM*	?	?	-9	?	19	4	-1%	?	-3%
O=C(c1ccc(-c2ccccc2)cc1)C1CCCN(Cc2ccncc2)C1 (centres undefined)	-5%	7.6µM*	4µM*	1.3µM*	1	?	-4	-3	-8%	11µM*	0%
OC(CNCc1ccccc1)COc1ccccc1 (centres undefined)	4%	4%	-6%	0%	8	-2%	-6	.	-17%	.	.
COc1ccccc1N1CCN(C(=O)c2sc3ncnc(N4CCN(c5ccccn5)CC4)c3c2C)CC1	-13%	-1%	-2%	-2%	-17	-25%	-5	0	-12%	19%	-18%
O=C(NCc1ccccn1)C1CCC(CNS(=O)(=O)c2cccc3nsnc23)CC1 (centres undefined)	-1%	6%	0%	0%	3	-4%	32[activator]	1	?	?	5%
CCC(=O)Nc1ccc2nc(C3CC3)n(Cc3ccccc3)c(=O)c2c1	0%	?	?	3.5µM*	-11	8.2µM*	16	0	4%	?	-15%
C/C(=N\NC(=O)c1cccnc1)c1ccc(-n2ccnc2)cc1	-1%	-5%	-3%	-1%	8	3%	-14	2	-6%	-38%	-22%
Cc1ccc(C(=O)Nc2cccc([N+](=O)[O-])c2)cc1S(=O)(=O)Nc1cccc(C(=O)O)c1	1%	?	-7%	-2%	-11	3%	6	0	19µM*	15%	11%
Cc1ccc(CSc2ccc3nnc(-c4cccnc4)n3n2)cc1	-11%	0%	-2%	-11%	-6	8%	1	6	4%	1%	3%
COc1cc(S(=O)(=O)Nc2ccc(Br)cc2)ccc1N	-22%	-9%	0%	0%	-4	-5%	13	1	0%	?	?
COP(=O)(OC)C(Nc1ccc([N+](=O)[O-])cc1)c1ccccc1 (centres undefined)	3%	2%	-1%	-4%	-11	0%	-6	2	1%	17%	-8%
CC(Oc1ccccc1)C(=O)NNC(=O)c1ccccn1 (centres undefined)	-4%	3%	-2%	-17%	1	?	-20	-4	-2%	7.9µM*	?
CC(C)CC(=O)Nc1c2c(nn1-c1ccc(F)cc1)CSC2	-14%	2%	-2%	-9%	14	0%	-13	4	2%	25%	0%
COc1ccc(C(=O)CSc2nnc(C(CO)NC(=O)c3ccc(OC)cc3)n2C)cc1 (centres undefined)	-2%	4%	-2%	-6%	-4	-2%	-13	1	2%	2%	1%
O=c1cnnc(Nc2ccc(Cl)c(C(F)(F)F)c2)[nH]1	-1%	?	0%	2%	1	-1%	-10	8	-1%	23%	-16%
O=C(NCc1ccc(Cl)cc1)C1CCN(S(=O)(=O)N2CCOCC2)CC1	1%	-3%	-1%	-3%	-2	-1%	5	-1	-2%	18%	7%
O=C(CSc1nc2ccccc2c2nc3ccccc3n12)NCc1ccco1	-9%	6%	-3%	-2%	5	-2%	-4	4	-2%	?	2%[0.365 µM]
COc1ccccc1NC(=O)Cn1c(CCC(=O)O)ccc1-c1ccccc1	0%	?	0%	-3%	6	-1%	3	6	-2%	-3%	-5%
CCOC(=O)C1CCCN(C(=O)/C=C/c2ccc(Cl)cc2)C1 (centres undefined)	-5%	-20%	0%	3%	4	-1%	-6	0	-2%	?	-18%
CC(c1ccc(F)cc1)n1cc(S(=O)(=O)N2CCCC2)ccc1=O (centres undefined)	20%	0%	-2%	-7%	9	-1%	0	.	5%	.	.
O=c1c2c3nc4ccccc4nc3n(/N=C/c3ccncc3)c2ncn1-c1ccccc1	-9%	-2%	-4%	-3%	15	-3%	-16	1	0%	8%	-5%
CCOC(=O)N1CCC(N(CCOC)C(=O)Nc2ccc(C)c(C)c2)CC1	.	1%	2%	0%	23	-4%	-9	0	17%	41%	-1%
CCOc1ccc(-n2nc3c(Cl)nnc(C)c3c2C)cc1	-4%	-1%	-4%	2%	13	0%	6	3	-5%	8%	1%
C=CCNC(=S)NNC(=O)C(CCCC)CC(C)O (centres undefined)	1%	2%	1%	-6%	-1	1%	-6	4	0%	-29%	-5%
O=C1N=C(c2ccccc2)C(c2ccccc2)N1 (centres undefined)	-4%	3%	-1%	-1%	9	1%	-4	2	6%	-17%	0%
Cc1ccc(CCNC(=O)c2nnn(-c3cccc(C)c3)c2N)cc1	2%	6%	-3%	-3%	-6	-14%	-18	-2	-5%	?	?
CSc1nnc(CNC(=O)c2ccccc2)n1-c1ccc(F)cc1	9%	5%	-3%	-9%	-88*	-1%	-23	2	-8%	-14%	6%
CCOC(=O)C1CCN(C(=O)CS(=O)Cc2nc(-c3ccc(C)cc3)oc2C)CC1 (centres undefined)	?	-10%	-5%	-8%	2	0%	-14	1	5%	22%	2%
CCOc1ccccc1NC(=O)CN1C(=O)C(C)SC(C)C1=O (centres undefined)	5%	-2%	0%	3%	0	9%	3	0	3%	1%	-6%
CCOC(=O)c1n[nH]n2c1nc(=S)c1ccccc12	2%	-8%	-4%	-3%	-13	-1%	-13	8	-4%	6.3µM*	?
COC(=O)c1sccc1NC(=O)Nc1ccc(OC)cc1	-3%	1.7µM*	18%	20%	9	?	0	-11	-19%	-6%	?
O=C(CCN1C(=O)S/C(=C/c2ccccc2)C1=O)Nc1ccc(C(=O)O)c(O)c1	5%	2.4µM*	22%	24%	-28	8%	-14	.	10%	-1%	-1%
COC(=O)c1ccc(NC(=O)CN2CCOCC2)cc1	.	4%	-2%	0%	4	-2%	9	0	2%	2%	-2%
O=C(Cn1c(=O)oc2ccccc21)NC(=O)NCc1ccco1	-6%	3%	1%	1%	0	0%	18	1	-2%	0%	-6%
CC(NC(=O)c1ccc([N+](=O)[O-])o1)C12CC3CC(CC(C3)C1)C2 (centres undefined)	-9%	1%	0%	-2%	-7	-9%	-87*	-3	0%	2.5µM*	-13%
CN(C)C(CNC(=O)Cc1ccc([N+](=O)[O-])cc1)c1ccccc1 (centres undefined)	4%	-4%	-3%	-7%	-23	4%	-7	-3	2%	3%	5%[10 µM]

Source: PubChem BioAssay
